USP1 inh – blocks the human USP1/UAF1 deubiquitinase complex; O94782; recombinant USP1/UAF1, Ub-Rhodamine cleavage fluorescence; Potency, µM (highest dose often 57.1 µM), for the others: at the highest dose activity change, negative = inhibition, hits mostly inhibitors; hit rate 0.23% among 390,000; also: potency is read from the fitted curve at half-maximal effect; % is scaled to controls: 0 for no effect and ±100 for the full control effect; nearly all actives have a fitted effect of over 60% in size; inactives centre near -12
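1 nM enzyme complex + cpd, 15 min RT; start with Ub-Rho 150nM final; kinetic fluorescence ex 480/em 540, 6 reads q60 s. Buffer 50mM HEPES pH 7.8, 0.5mM EDTA, 0.1 mg/ml BSA, 1mM TCEP, 0.01% Tween-20.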
D2 antagonist – antagonists of human D2 dopamine receptor | P14416 | HEK293 TREx D2 cells, calcium flux, dopamine EC80 | inhibition, % at 10 µM | hit rate 2% among 340,000 | AID 485344; in the data active = inhibition above about 30%; also: 0% is about no effect
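Overnight-induced (tetracycline, 30 C) HEK293 T-REx cells carrying force-coupled D2 receive a no-wash calcium dye, then compound, then EC80 dopamine at 180 s; signals are read kinetically throughout.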
rTrxR1 inhibitor – inhibitors of rat thioredoxin reductase 1 | O89049 | recombinant rTrxR1, NADPH fluorescence consumption, selenite substrate | Potency, µM (top dose mostly 114 µM), for the others: at the top dose activity change, negative = inhibition, hits mostly inhibitors | hit rate 1% among 390,000 | AID 588453; also: potency is read from the fitted curve at half-maximal effect; % is scaled to controls: 0 for no effect and ±100 for the full control effect; nearly all actives have a fitted effect of over 65% in size
Target sequence (O89049 whole entry, looked up): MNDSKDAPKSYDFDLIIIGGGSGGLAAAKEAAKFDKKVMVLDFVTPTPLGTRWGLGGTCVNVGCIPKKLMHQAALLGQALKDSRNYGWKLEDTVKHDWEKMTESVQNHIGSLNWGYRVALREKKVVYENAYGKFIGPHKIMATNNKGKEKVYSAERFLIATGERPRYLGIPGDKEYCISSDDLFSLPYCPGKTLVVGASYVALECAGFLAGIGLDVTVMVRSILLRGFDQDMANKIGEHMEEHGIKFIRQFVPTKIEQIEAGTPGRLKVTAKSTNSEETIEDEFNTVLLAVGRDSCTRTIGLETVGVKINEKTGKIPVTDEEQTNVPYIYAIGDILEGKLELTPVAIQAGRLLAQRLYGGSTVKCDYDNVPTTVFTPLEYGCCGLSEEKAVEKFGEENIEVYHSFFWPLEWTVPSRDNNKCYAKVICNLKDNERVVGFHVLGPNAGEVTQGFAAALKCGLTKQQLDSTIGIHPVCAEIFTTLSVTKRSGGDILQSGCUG
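Rat TrxR1 (90 nM in the dispensed reagent) was pre-reduced with 400 uM NADPH for 5 min at room temperature, then incubated with compound for 15 min. After 400 uM selenite was added, NADPH fluorescence (Ex 340/Em 450 nm) was followed for 8 min.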
TRHR enhancer – allosteric enhancers of human TRH receptor; P34981; TRHR cells, fluo-8 calcium fluorescence, EC20 TRH enhancement; enhancement, % at 2 µM; hit rate 0.66% among 360,000; AID 493056; in the data active = enhancement above about 30%; also: 0% is about no effect
Target sequence (P34981 whole entry, looked up): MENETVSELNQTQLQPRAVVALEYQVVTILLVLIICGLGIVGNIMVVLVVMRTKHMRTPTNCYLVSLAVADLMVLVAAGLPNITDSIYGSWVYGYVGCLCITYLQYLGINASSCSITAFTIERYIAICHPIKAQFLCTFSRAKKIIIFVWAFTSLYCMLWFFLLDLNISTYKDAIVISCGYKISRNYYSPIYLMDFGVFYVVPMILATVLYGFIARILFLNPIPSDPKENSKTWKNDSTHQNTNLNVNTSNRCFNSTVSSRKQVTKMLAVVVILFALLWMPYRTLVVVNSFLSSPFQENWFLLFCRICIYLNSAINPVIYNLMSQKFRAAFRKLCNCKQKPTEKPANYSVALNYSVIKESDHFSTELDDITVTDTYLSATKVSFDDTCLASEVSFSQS
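TRHR-expressing cells loaded with fluo-8 calcium dye were read kinetically (ex 480/em 530) during compound addition, then stimulated with an EC20 of TRH (10 nM final). Enhancement of the Gq-mediated intracellular calcium response was scored.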
D2 agonist – D2 dopamine receptor (human) agonism. P14416. HEK293 T-REx D2 cells, calcium flux agonist mode. activation, % at 2 µM. hit rate 0.53% among 340,000;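 active = activation over 3 SD above normal in the single-dose calcium agonist read, cut at about 30% in these data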; also: 0% is about no effect
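Agonism is scored from calcium flux in a force-coupled, inducible HEK293 cell line expressing D2, read kinetically for 180 s after compound addition against dopamine controls.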
TRHR agonist – TRH receptor (human) agonism | P34981 | activation, % at 2 µM | AID 493084 | hit rate 0.18% among 360,000 | TRHR cells, calcium flux fluo-8, FDSS agonist mode; in the data active = activation above about 30%; also: 0% is about no effect
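In this calcium-flux screen, cells bearing human TRHR are dye-loaded with fluo-8, baselined for 10 cycles, then exposed to library compounds; positive kinetic calcium responses during the agonist phase mark hits, with TRH as control.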
TrxR1 substrate – is turned over as a substrate by rat TrxR1; Potency, µM (titrated, usually from 114 µM), for the others: at the highest dose activity change, negative = substrate turnover; AID 588456; O89049; hit rate 0.01% among 390,000; purified TrxR1 substrate turnover, NADPH consumption readout; also: potency is read from the fitted curve at half-maximal effect; % is scaled to controls: 0 for no effect and ±100 for the full control effect; nearly all actives have a fitted effect of over 50% in size
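Rat TrxR1, dispensed at 90 nM, was prereduced with 400 uM NADPH (final) for 5 min at ~22 deg C, then incubated with compound 15 min before 400 uM selenite. A first-read NADPH fluorescence drop versus no-compound background flagged substrates.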
mIDH1 inhibitor – blocks human mutant IDH1 R132H enzyme. O75874. IDH1-R132H enzyme, NADPH consumption, diaphorase/resazurin fluorescence. Potency, µM (top dose mostly 76.6 µM), for inactives: at the highest dose activity change, negative = inhibition, hits mostly inhibitors. hit rate 0.093% among 390,000. AID 602179; also: potency is read from the fitted curve at half-maximal effect; % is scaled to controls: 0 for no effect and ±100 for the full control effect; nearly all actives have a fitted effect of over 65% in size
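IDH1-R132H (0.5 ug/mL) preincubated 30 min with compound, then NADPH (0.016 mM) and alpha-KG (2 mM) added; 80 min at RT, pH 7.5. Remaining NADPH coupled via diaphorase/resazurin to fluorescence (540/590 nm); concentration-response curves normalized to no-enzyme control.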
PI4K2A block – PI4K2A (human) kinase inhibition; Q9BTU6; purified PI4K2A, ADP-Glo luminescence, 1 h; stronger effect = lower value; activity change, negative = inhibition, % at 76.9 µM; hit rate 0.13% among 420,000; AID 1346378; in the data active = activity change below about -50%; inconclusive = mostly about -30% to -49%;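 also: -100% = wells without enzyme as full effect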
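In this quantitative HTS, ADP production by PI4K2A was quantified luminescently after 1 h at ambient temperature; 100 microM adenosine served as plate-quality control.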
Active calls of the source: *; & = joins results of further samples; [ ] = remark or other dose. Unless noted, calls follow the shape of the dose curve; as a rule, active = well fitted inhibition curve with a large enough effect; inconclusive = small, poorly fitted or top-dose-only effect; inactive = no such curve, though single readings can be large or run the other way.

For C=CCOc1ccc(CNc2ccc3[nH]c(=O)[nH]c3c2)cc1 the results were USP1 inh -21%, D2 antagonist 5, rTrxR1 inhibitor 6%[57.1 µM], TRHR enhancer 0, D2 agonist 1.2, TRHR agonist 0.5, TrxR1 substrate 8%, mIDH1 inhibitor 12% and PI4K2A block -1.
`NC(=O)C1CCN(C(=O)C(Cc2ccccc2)NC(=O)c2ccccc2)CC1` (stereo not given) gave USP1 inh 1%, D2 antagonist 3, rTrxR1 inhibitor 16%, TRHR enhancer 0, D2 agonist 0.4, TRHR agonist 0.3, TrxR1 substrate 2%, mIDH1 inhibitor -1% and PI4K2A block -3.
CC(C)C1=NOC(C(=O)N2CCC(N3CCC(C(=O)N4CCOCC4)CC3)CC2)C1 (stereo not given) was read as USP1 inh -10%, rTrxR1 inhibitor 2%, TRHR enhancer 16, TRHR agonist 0.7, TrxR1 substrate 2%, mIDH1 inhibitor -11% and PI4K2A block -2.
`CCN1CCCC1CN(Cc1cc2ccc(C)cc2[nH]c1=O)C(=S)Nc1cccc(OC)c1` (stereo not given) gave USP1 inh -1%, D2 antagonist 22, rTrxR1 inhibitor -14%, TRHR enhancer 5, D2 agonist -1.0, TRHR agonist -1.8, TrxR1 substrate -14%, mIDH1 inhibitor 8% and PI4K2A block 0.
`CCOC(=O)c1ccc(NC(=O)CSc2ncc(S(=O)(=O)c3ccc(C)c(Cl)c3)c(=O)[nH]2)cc1` gave USP1 inh inconclusive, rTrxR1 inhibitor -26%[57.1 µM], TRHR enhancer -1, D2 agonist -1.5, TRHR agonist 0.3, TrxR1 substrate -20%[57.1 µM], mIDH1 inhibitor -29% and PI4K2A block 3.
COc1ccc(CCNC(=O)C2CCC(=O)N(CCc3ccc(OC)cc3)C2)cc1 (stereo not given) was read as USP1 inh -27%, D2 antagonist 4, rTrxR1 inhibitor -18%, TRHR enhancer 17, D2 agonist 0.1, TRHR agonist 0.2, TrxR1 substrate -10%, mIDH1 inhibitor -2% and PI4K2A block 6.
For CC(C)(C)CC(C)(C)N=C1Nc2cc(Cl)c(Cl)cc2NC12C[C@H]1CCC(=O)N3CC[C@@H](C2)[C@@H]13 (stereo not given in full) the results were USP1 inh inconclusive, rTrxR1 inhibitor 23%, TrxR1 substrate 0%, mIDH1 inhibitor inconclusive and PI4K2A block -4.
For Cc1ccc(CN2CCN(/N=C/c3ccc(Cl)c([N+](=O)[O-])c3)CC2)cc1 the results were USP1 inh -22%, D2 antagonist -13, rTrxR1 inhibitor 2%[57.1 µM], TRHR enhancer -12, D2 agonist 1.5, TRHR agonist -0.1, TrxR1 substrate 0%[57.1 µM], mIDH1 inhibitor -1% and PI4K2A block -5.
For Cc1cc(C)cc(NC(=O)c2ccc3c(c2)nnn3C2CCCC2)c1 the results were USP1 inh -11%, rTrxR1 inhibitor 22%[57.1 µM], TRHR enhancer 2, D2 agonist 0.6, TRHR agonist -0.3, TrxR1 substrate 1%[57.1 µM], mIDH1 inhibitor 12% and PI4K2A block -1.
COc1ccccc1C(=O)C1CCCN(Cc2cccc3nccnc23)C1 (stereo not given) was read as USP1 inh -18%, D2 antagonist -12, rTrxR1 inhibitor 6%, TRHR enhancer 1, D2 agonist 0.6, TRHR agonist -0.1, TrxR1 substrate 3%, mIDH1 inhibitor 14% and PI4K2A block -1.

Looked up by compound from the list above:
`NC(=O)C1CCN(C(=O)C(Cc2ccccc2)NC(=O)c2ccccc2)CC1` (stereo not given) gave USP1 inh 1%, D2 antagonist 3, rTrxR1 inhibitor 16%, TRHR enhancer 0, D2 agonist 0.4, TRHR agonist 0.3, TrxR1 substrate 2%, mIDH1 inhibitor -1% and PI4K2A block -3.
For CC(C)(C)CC(C)(C)N=C1Nc2cc(Cl)c(Cl)cc2NC12C[C@H]1CCC(=O)N3CC[C@@H](C2)[C@@H]13 (stereo not given in full) the results were USP1 inh inconclusive, rTrxR1 inhibitor 23%, TrxR1 substrate 0%, mIDH1 inhibitor inconclusive and PI4K2A block -4.
COc1ccc(CCNC(=O)C2CCC(=O)N(CCc3ccc(OC)cc3)C2)cc1 (stereo not given) was read as USP1 inh -27%, D2 antagonist 4, rTrxR1 inhibitor -18%, TRHR enhancer 17, D2 agonist 0.1, TRHR agonist 0.2, TrxR1 substrate -10%, mIDH1 inhibitor -2% and PI4K2A block 6.

Later entries:
Screening CCCCC(=O)Nc1cccc(-c2nc3ccccc3s2)c1 returned USP1 inh -19%, rTrxR1 inhibitor 17%, TRHR enhancer -2, TRHR agonist 0.0, TrxR1 substrate -6%, mIDH1 inhibitor -5% and PI4K2A block 1.
CC(C)CNC(=O)Nc1ccc(F)c(Cl)c1 was read as USP1 inh 6%, D2 antagonist 5, rTrxR1 inhibitor 11%[57.1 µM], TRHR enhancer -3, D2 agonist 1.2, TRHR agonist 2.0, TrxR1 substrate 10%[57.1 µM], mIDH1 inhibitor 12% and PI4K2A block -4.
Screening CN1C(=S)SC(/[N+]([O-])=C/c2c(F)cccc2Cl)C1(C)C (stereo not given) returned USP1 inh 7%, D2 antagonist 19, rTrxR1 inhibitor -4%, TRHR enhancer -8, D2 agonist 0.5, TRHR agonist 0.5, TrxR1 substrate -2%[57.1 µM], mIDH1 inhibitor -1% and PI4K2A block -2.
Screening Nc1ccccc1C#Cc1ccc([N+](=O)[O-])cc1 returned USP1 inh -13%, rTrxR1 inhibitor 14%, TrxR1 substrate -4%, mIDH1 inhibitor -6% and PI4K2A block 7.
Screening CCc1nnc(NC(=O)c2ccc(S(=O)(=O)N(CC)CC)cc2)s1 returned USP1 inh -15%, D2 antagonist -4, rTrxR1 inhibitor 7%[57.1 µM], TRHR enhancer 5, D2 agonist -0.6, TRHR agonist -1.0, TrxR1 substrate -2%[57.1 µM], mIDH1 inhibitor 13% and PI4K2A block 1.
For Cc1oc(-c2ccc(C(F)(F)F)cc2)nc1CN(Cc1ccccn1)C[C@@H]1CCC(=O)N1 the results were USP1 inh -5%, D2 antagonist -8, rTrxR1 inhibitor -22%, TRHR enhancer 5, D2 agonist 1.0, TRHR agonist 0.1, TrxR1 substrate -2%, mIDH1 inhibitor 0% and PI4K2A block -3.
COc1ccc(S(=O)(=O)NCCc2c[nH]c3ccccc23)cc1OC was read as USP1 inh -10%, D2 antagonist 5, rTrxR1 inhibitor -7%[11.4 µM], TRHR enhancer 5, D2 agonist 0.4, TRHR agonist -0.1, TrxR1 substrate -3%[11.4 µM], mIDH1 inhibitor 0% and PI4K2A block -1.
Cc1ccc(-c2csc(NNC(=O)c3ccccc3)n2)cc1 was read as USP1 inh -6%, D2 antagonist 6, rTrxR1 inhibitor -3%, TRHR enhancer -3, D2 agonist 0.9, TRHR agonist -0.3, TrxR1 substrate -10%, mIDH1 inhibitor 2% and PI4K2A block -5.
`COc1cccc(CNC(=O)CCCn2nc(C)n3c(cc4sccc43)c2=O)c1` gave USP1 inh -26%&20%, D2 antagonist 7, rTrxR1 inhibitor -7%&3%, TRHR enhancer -7&3, D2 agonist -0.2&0.1, TRHR agonist 0.2&0.4, TrxR1 substrate -7%&2%, mIDH1 inhibitor -8%&-4% and PI4K2A block 5&1.
For Cc1[nH]nc(Nc2ccc(Br)cc2)c1[N+](=O)[O-] the results were USP1 inh -13%, D2 antagonist -7, rTrxR1 inhibitor 40%[activator], TRHR enhancer -8, D2 agonist -0.8, TRHR agonist 0.4, TrxR1 substrate 2%, mIDH1 inhibitor -1% and PI4K2A block 2.
For COc1ccc(OC)c(CN2CCC(CNC(=O)Nc3cccc(Cl)c3)CC2)c1 the results were USP1 inh -22%, D2 antagonist -20, rTrxR1 inhibitor 20%, TRHR enhancer 3, D2 agonist -1.6, TRHR agonist -1.1, TrxR1 substrate 2%, mIDH1 inhibitor 0% and PI4K2A block 1.
For Cc1c(C#N)c(NC(=O)CCl)n(Cc2cccs2)c1C the results were USP1 inh -21%, D2 antagonist 3, rTrxR1 inhibitor 3.5µM*, TRHR enhancer -3, D2 agonist 1.6, TRHR agonist 0.0, TrxR1 substrate 9%, mIDH1 inhibitor -7% and PI4K2A block 20.
Screening Cc1ccc(NS(=O)(=O)c2cc(-c3cnc(C4CC4)o3)ccc2C)cc1Cl returned USP1 inh -9%, rTrxR1 inhibitor -5%[57.1 µM], TRHR enhancer 2, D2 agonist 1.0, TRHR agonist -0.7, TrxR1 substrate -9%[57.1 µM] and PI4K2A block -4.
COC(=O)CCSCC(=O)N1N=C(c2ccc(OC)cc2)CC1c1cccc(OC)c1OC (stereo not given) was read as USP1 inh -7%, D2 antagonist -3, rTrxR1 inhibitor 1%, TRHR enhancer 3, D2 agonist 0.7, TRHR agonist 0.2, TrxR1 substrate -6%, mIDH1 inhibitor -14% and PI4K2A block 4.
Screening CCC(C)c1ccc(S(=O)(=O)N2CCN(c3ccccn3)CC2)cc1 (stereo not given) returned USP1 inh -19%, D2 antagonist 6, rTrxR1 inhibitor 8%[57.1 µM], TRHR enhancer -6, D2 agonist -0.5, TRHR agonist -0.2, TrxR1 substrate -6%[57.1 µM], mIDH1 inhibitor 6% and PI4K2A block 0.
CC1CN(Cc2cc(=O)oc3cc(O)c(Cl)cc23)CC(C)O1 (stereo not given) was read as USP1 inh -18%, D2 antagonist 2, rTrxR1 inhibitor 1%, TRHR enhancer 1, D2 agonist 0.3, TRHR agonist 0.1, TrxR1 substrate -5%, mIDH1 inhibitor -4% and PI4K2A block -5.
For COC(=O)c1scc(-c2ccc(C)cc2)c1S(=O)(=O)Nc1c(C)cc(C)cc1C the results were USP1 inh -18%, rTrxR1 inhibitor 0%[57.1 µM], TRHR enhancer 9, D2 agonist 0.1, TRHR agonist 0.3, TrxR1 substrate -1%[57.1 µM], mIDH1 inhibitor -4% and PI4K2A block 4.
